NF-kB neuron act = raises NF-kB expression in human neuronal cells | NF-kB reporter expression; hits give high values | 1.6% of 190,000 active | fold change at 12.5 µM | AID 1239; in the data active = fold change above about 3.3
Diaphorase act = diaphorase activation or chemical reduction counter-screen. 0.005% of 190,000 active. Diaphorase/resazurin coupled assay, resorufin fluorescence, 16 min; hits give high values; 1 = vehicle wells, 0 = NADH-free wells. activation factor at 20 µM;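 active = diaphorase activity raised at least twofold by the compound at 20 µM; inactive = activation factor below 2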
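Material: purified diaphorase enzyme from Clostridium kluyveri; Also added: 0.114 mM NADH and 0.1 mM resazurin, final amounts; Doses: single compound dose of 20 µM, 1% DMSO final; Times: 16 min enzyme reaction, ambient temperature; Detection: resorufin fluorescence, excitation 544 nm, emission 590 nm; Measure: increased resorufin signal from activators or reducing compounds.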
APP 5'UTR act = APP 5'UTR luciferase reporter activation; SH-SY5Y APP 5'UTR luciferase reporter, luminescence; zero percent = DMSO vehicle wells; 1% of 190,000 active; activation, % at 2 µM; AID 1276;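 active = activation above a set limit, based on mean plus 3 SD of controls, cut at about 140% in these data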; note: values of inactives mirror those of a sister screen read the other way
STAT1 activator = STAT1 signaling activation. NIH 3T3 STAT1-luciferase reporter, IFN-gamma, luminescence; 100% = IFN-gamma alone, no compound. activation (% of control), % at 5.5 µM. 2.6% of 200,000 active. AID 932;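 active = activation above the screen-wide mean activation plus 3 SD, cut at about 130% in these data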;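 note: raw ratio to IFN-gamma control signal so 100% means no change and 0% no light; values of inactives mirror those of a sister screen read the other way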
FLuc stim CS = affects firefly luciferase, flagging false hits in luciferase stimulation screens; P08659; ATPlite luciferase biochemical, luminescence, 10 min; 0 = ATP-free wells, 1 = DMSO control; activation factor at 10 µM; 200,000 tested, under 10 active; AID 1027;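 active = luciferase activation factor, scaled between plate controls, of at least 2 with compound at 10 µM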
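System: cell-free luciferase reagent; medium: PBS as buffer for the ATP substrate; doses: test compounds dosed from 2 mM stocks in 100% DMSO; incubation: 10 min, room temperature; measured by: luminescence from luciferase reaction; read-out: luciferase activation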
APP transl inh = APP translation inhibition | SH-SY5Y APP 5'UTR-luciferase reporter, luminescence | inhibition, % at 2 µM | 0.82% of 190,000 active;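 active = inhibition above a set limit, derived from the sample mean plus 3 SD, cut at about 45% in these data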; note: values of inactives mirror those of a sister screen read the other way
FLuc inh counter = counter-screen for luciferase assay inhibitors: firefly luciferase inhibition. P08659. ATPLite firefly luciferase biochemical luminescence, 10 min. inhibition, % at 10 µM. 1.5% of 200,000 active. AID 1006;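 active = inhibition above about 50% when tested at 10 µM, limit read from the data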
Diaphorase inh = inhibits diaphorase or chemically oxidizes, flagging diaphorase assay artifacts; inhibition, % at 20 µM; diaphorase resazurin-to-resorufin fluorescence, NADH, 16 min; bacterial (C. kluyveri) enzyme, not human; 0.69% of 190,000 active;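 active = primary screen inhibition at 20 µM above a set limit, cut at about 50% in these data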;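 note: plate controls were DMSO with full reaction for no effect and wells lacking NADH for full effect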
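Benchmarks: positive control wells lacking NADH, neutral wells with DMSO only. System: bacterial diaphorase enzyme (C. kluyveri). Input: 0.14 U/mL diaphorase, enzyme working solution. Detection: resorufin fluorescence, excitation 544 nm, emission 590 nm. Times: 16-min room-temperature incubation before reading.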
TLR4-MyD88 BLA = inhibitors of human TLR4-MyD88 binding; O00206+Q99836; HeLa CL3-4 TLR4/MyD88 BLA complementation, FRET ratio; inhibition, % at 8.4 µM; 0.18% of 200,000 active; AID 861; in the data active = inhibition above about 25%;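 note: 0% = vehicle and 100% = reference inhibitor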
Target sequence (O00206 whole entry, looked up): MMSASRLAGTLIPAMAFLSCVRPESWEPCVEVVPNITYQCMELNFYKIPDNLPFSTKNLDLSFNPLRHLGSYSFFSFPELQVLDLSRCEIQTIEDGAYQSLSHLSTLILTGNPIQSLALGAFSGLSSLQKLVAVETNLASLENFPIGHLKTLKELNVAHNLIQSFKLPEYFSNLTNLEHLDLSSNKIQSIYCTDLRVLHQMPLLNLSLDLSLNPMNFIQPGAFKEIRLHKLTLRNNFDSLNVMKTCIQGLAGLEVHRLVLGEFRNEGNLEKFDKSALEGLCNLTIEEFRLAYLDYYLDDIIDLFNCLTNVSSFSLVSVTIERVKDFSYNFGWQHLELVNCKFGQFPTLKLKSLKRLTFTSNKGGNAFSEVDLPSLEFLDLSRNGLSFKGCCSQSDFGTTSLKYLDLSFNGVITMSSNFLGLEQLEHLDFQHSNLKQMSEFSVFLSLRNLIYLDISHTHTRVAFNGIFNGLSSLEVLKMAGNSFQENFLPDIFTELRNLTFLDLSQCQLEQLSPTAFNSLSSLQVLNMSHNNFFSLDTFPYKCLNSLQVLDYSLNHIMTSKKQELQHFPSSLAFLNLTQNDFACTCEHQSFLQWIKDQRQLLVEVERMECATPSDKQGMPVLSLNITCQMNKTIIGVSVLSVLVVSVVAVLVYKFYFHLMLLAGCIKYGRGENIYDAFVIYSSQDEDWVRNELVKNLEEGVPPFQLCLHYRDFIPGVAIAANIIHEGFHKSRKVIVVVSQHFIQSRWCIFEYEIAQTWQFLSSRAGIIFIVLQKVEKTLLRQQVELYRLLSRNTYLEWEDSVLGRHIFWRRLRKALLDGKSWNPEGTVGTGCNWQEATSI
Target sequence (Q99836 whole entry, looked up): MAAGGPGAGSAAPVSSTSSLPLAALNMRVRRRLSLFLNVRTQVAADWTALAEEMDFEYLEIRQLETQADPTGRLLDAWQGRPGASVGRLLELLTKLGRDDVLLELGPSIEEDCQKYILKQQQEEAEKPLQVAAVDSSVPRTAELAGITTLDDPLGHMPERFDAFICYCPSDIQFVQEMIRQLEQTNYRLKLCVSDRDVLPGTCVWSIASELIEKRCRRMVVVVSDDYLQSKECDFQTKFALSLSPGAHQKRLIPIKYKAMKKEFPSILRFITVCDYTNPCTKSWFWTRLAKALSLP
G6PDH CS = inhibits Leuconostoc G6PDH, flagging false hits in G6PDH-based assays; Purified L. mesenteroides G6PDH, diaphorase/resazurin coupled fluorescence, 45 min; 0.12% of 200,000 active; AID 1020; inhibition, % at 5 µM; in the data active = inhibition above about 50%
* = called active by the depositor.

What do the screens show for `COc1ccc2c(c1)C(=NNC(=O)c1ccccn1)c1cc(OC)ccc1-2`?
NF-kB neuron act: 0.75; Diaphorase act: 1; APP 5'UTR act: -10; STAT1 activator: 99; FLuc stim CS: 1; APP transl inh: 10; FLuc inh counter: -3; Diaphorase inh: 5; TLR4-MyD88 BLA: -2; G6PDH CS: -14

How did CC(C)(C)Cc1nnc(NS(=O)(=O)c2ccccc2)s1 do in these assays?
NF-kB neuron act: 1.2; Diaphorase act: 1; APP 5'UTR act: 1; STAT1 activator: 101; FLuc stim CS: 1; APP transl inh: -2; FLuc inh counter: -1; Diaphorase inh: -4; TLR4-MyD88 BLA: 5; G6PDH CS: 0

Results for C=CCNC(=O)c1ccccc1NC(=O)c1ccc(Cl)c(S(=O)(=O)Nc2ccccc2)c1 ?
NF-kB neuron act: 0.61; Diaphorase act: 0.7; APP 5'UTR act: 14; STAT1 activator: 92; FLuc stim CS: 1; APP transl inh: -14; FLuc inh counter: -3; Diaphorase inh: 31; TLR4-MyD88 BLA: 14; G6PDH CS: 4

How did CCN1CCN(C(c2ccc(F)cc2)c2nnnn2Cc2cccs2)CC1 (stereo unspecified) do in these assays?
NF-kB neuron act: 1.1; Diaphorase act: 0.9; APP 5'UTR act: -6; STAT1 activator: 98; FLuc stim CS: 1.1; APP transl inh: 6; FLuc inh counter: -6; Diaphorase inh: 14; TLR4-MyD88 BLA: 3; G6PDH CS: 6

Results for Nc1nnc(SCC(=O)OCC(=O)Nc2ccccc2F)s1 ?
NF-kB neuron act: 1.2; Diaphorase act: 1.1; APP 5'UTR act: 3; STAT1 activator: 102; FLuc stim CS: 1.1; APP transl inh: -3; FLuc inh counter: -6; Diaphorase inh: -8; TLR4-MyD88 BLA: -3; G6PDH CS: 6

How did CC1CCN(C(=O)CCc2ccc(S(=O)(=O)NC(C)C)cc2)CC1 do in these assays?
NF-kB neuron act: 0.99; Diaphorase act: 0.8; APP 5'UTR act: 7; STAT1 activator: 102; FLuc stim CS: 1; APP transl inh: -6; FLuc inh counter: -2; Diaphorase inh: 16; TLR4-MyD88 BLA: -3; G6PDH CS: 11

How did COCCn1c(SCC(=O)N2CCc3ccccc3C2)nc2ccccc2c1=O do in these assays?
NF-kB neuron act: 0.82; Diaphorase act: 0.8; APP 5'UTR act: 7; STAT1 activator: 106; FLuc stim CS: 1.1; APP transl inh: -7; FLuc inh counter: -15; Diaphorase inh: 19; TLR4-MyD88 BLA: 1; G6PDH CS: -19

How did CCn1c(NCc2ccccc2NS(=O)(=O)c2ccc(C)cc2)nc2ccccc21 do in these assays?
NF-kB neuron act: 0.73; Diaphorase act: 0.8; APP 5'UTR act: 8; STAT1 activator: 102; FLuc stim CS: 1; APP transl inh: -8; FLuc inh counter: -2; Diaphorase inh: 16; TLR4-MyD88 BLA: 0; G6PDH CS: 14

Results for O=C(COC(=O)c1ccc[nH]c1=O)Nc1cc(S(=O)(=O)N2CCCCC2)ccc1Cl ?
NF-kB neuron act: 1.2; Diaphorase act: 0.9; APP 5'UTR act: -6; STAT1 activator: 89; FLuc stim CS: 1; APP transl inh: 6; FLuc inh counter: -5; Diaphorase inh: 7; TLR4-MyD88 BLA: 5; G6PDH CS: 1

Results for O=C(CSc1nnc(SCc2ccc(Cl)cc2)s1)N/N=C/c1ccc(Cl)cc1Cl ?
NF-kB neuron act: 0.97; Diaphorase act: 0.9; APP 5'UTR act: 12; STAT1 activator: 105; FLuc stim CS: 1; APP transl inh: -12; FLuc inh counter: -4; Diaphorase inh: 6; TLR4-MyD88 BLA: 2; G6PDH CS: -4

How did O=C(CSc1nnc(-c2ccc3c(c2)OCO3)o1)Nc1ncc(Cl)cc1Cl do in these assays?
NF-kB neuron act: 1.4; Diaphorase act: 0.9; APP 5'UTR act: 29; STAT1 activator: 104; FLuc stim CS: 1; APP transl inh: -29; FLuc inh counter: 2; Diaphorase inh: 7; TLR4-MyD88 BLA: -8; G6PDH CS: -21

Results for C/C(=C1\SC(N2CCOCC2)=NC1=O)c1ccc(C)cc1 ?
NF-kB neuron act: 1.2; Diaphorase act: 0.9; APP 5'UTR act: -11; STAT1 activator: 98; FLuc stim CS: 1; APP transl inh: 11; FLuc inh counter: 1; Diaphorase inh: 5; TLR4-MyD88 BLA: 13; G6PDH CS: 10

How did N#CCc1nc2c3c4c(sc3ncn2n1)CCCC4 do in these assays?
NF-kB neuron act: 0.89; Diaphorase act: 0.9; APP 5'UTR act: -11; STAT1 activator: 106; FLuc stim CS: 1.1; APP transl inh: 11; FLuc inh counter: -5; Diaphorase inh: 8; TLR4-MyD88 BLA: 8; G6PDH CS: 0

How did O=C1c2ccccc2C(=O)N1CSc1nnc2c3ccccc3n(CCc3ccccc3)c2n1 do in these assays?
NF-kB neuron act: 0.71; Diaphorase act: 0.9; APP 5'UTR act: 19; STAT1 activator: 100; FLuc stim CS: 1; APP transl inh: -19; FLuc inh counter: -1; Diaphorase inh: 13; TLR4-MyD88 BLA: 0; G6PDH CS: 2

How did S=C(NCCC1=CCCCC1)NCc1ccco1 do in these assays?
NF-kB neuron act: 1.3; Diaphorase act: 0.8; APP 5'UTR act: 27; STAT1 activator: 88; FLuc stim CS: 1.1; APP transl inh: -27; FLuc inh counter: -6; Diaphorase inh: 20; TLR4-MyD88 BLA: -3; G6PDH CS: -3

How did COCCNC(=O)C(c1ccc(C)o1)N(C(=O)c1snc(C(N)=O)c1N)c1ccc(C)c(C)c1 (stereo unspecified) do in these assays?
NF-kB neuron act: 0.94; Diaphorase act: 0.9; APP 5'UTR act: -18; STAT1 activator: 102; FLuc stim CS: 1.1; APP transl inh: 18; FLuc inh counter: -7; Diaphorase inh: 8; TLR4-MyD88 BLA: 15; G6PDH CS: 6

Results for CC(C)(C)c1cc(OC(=O)c2ccncc2)ccc1O ?
NF-kB neuron act: 1.4; Diaphorase act: 0.8; APP 5'UTR act: 18; STAT1 activator: 97; FLuc stim CS: 1.1; APP transl inh: -18; FLuc inh counter: -8; Diaphorase inh: 16; TLR4-MyD88 BLA: 13; G6PDH CS: 14

What do the screens show for `CC(=O)Nc1sc(N/N=C\c2ccccc2)nc1-c1cccs1`?
NF-kB neuron act: 1.1; Diaphorase act: 0.9; APP 5'UTR act: 15; STAT1 activator: 104; FLuc stim CS: 0.9; APP transl inh: -15; FLuc inh counter: 10; Diaphorase inh: 7; TLR4-MyD88 BLA: -14; G6PDH CS: 3

What do the screens show for `CCN1CCN(CCCNC(=O)c2cc3cc4ccc(OC)cc4nc3o2)CC1`?
NF-kB neuron act: 1.4; Diaphorase act: 1.1; APP 5'UTR act: -3; STAT1 activator: 113; FLuc stim CS: 1.1; APP transl inh: 4; FLuc inh counter: -10; Diaphorase inh: -9; TLR4-MyD88 BLA: -1; G6PDH CS: 7

How did Cc1nnc(NC(=O)C2CCCN(S(=O)(=O)Cc3ccccc3)C2)s1 (stereo unspecified) do in these assays?
NF-kB neuron act: 1; Diaphorase act: 0.9; APP 5'UTR act: 1; STAT1 activator: 98; FLuc stim CS: 1.1; APP transl inh: -1; FLuc inh counter: -7; Diaphorase inh: 7; TLR4-MyD88 BLA: -2; G6PDH CS: 1

Fetched one by one from the entries so far, 3 records:
Results for C/C(=C1\SC(N2CCOCC2)=NC1=O)c1ccc(C)cc1 ?
NF-kB neuron act: 1.2; Diaphorase act: 0.9; APP 5'UTR act: -11; STAT1 activator: 98; FLuc stim CS: 1; APP transl inh: 11; FLuc inh counter: 1; Diaphorase inh: 5; TLR4-MyD88 BLA: 13; G6PDH CS: 10

How did S=C(NCCC1=CCCCC1)NCc1ccco1 do in these assays?
NF-kB neuron act: 1.3; Diaphorase act: 0.8; APP 5'UTR act: 27; STAT1 activator: 88; FLuc stim CS: 1.1; APP transl inh: -27; FLuc inh counter: -6; Diaphorase inh: 20; TLR4-MyD88 BLA: -3; G6PDH CS: -3

How did CCN1CCN(C(c2ccc(F)cc2)c2nnnn2Cc2cccs2)CC1 (stereo unspecified) do in these assays?
NF-kB neuron act: 1.1; Diaphorase act: 0.9; APP 5'UTR act: -6; STAT1 activator: 98; FLuc stim CS: 1.1; APP transl inh: 6; FLuc inh counter: -6; Diaphorase inh: 14; TLR4-MyD88 BLA: 3; G6PDH CS: 6

Additional structures
How did CN(NC(=O)c1ccc(Cl)cc1)c1nc(-c2ccccc2)nnc1C(F)(F)F do in these assays?
NF-kB neuron act: 1.2; Diaphorase act: 1; APP 5'UTR act: 3; STAT1 activator: 97; FLuc stim CS: 1; APP transl inh: -3; FLuc inh counter: -5; Diaphorase inh: 1; TLR4-MyD88 BLA: -13; G6PDH CS: -5

Results for O=C1C=C(NCCNc2c(F)c(F)c(CO)c(F)c2F)CCC1 ?
NF-kB neuron act: 0.98; Diaphorase act: 1; APP 5'UTR act: 3; STAT1 activator: 93; FLuc stim CS: 1.1; APP transl inh: -3; FLuc inh counter: -7; Diaphorase inh: 3; TLR4-MyD88 BLA: -22; G6PDH CS: -12

Results for c1ccc(N2CCN(c3nc(NCc4ccco4)c4ccccc4n3)CC2)cc1 ?
NF-kB neuron act: 0.76; Diaphorase act: 1; APP 5'UTR act: 18; STAT1 activator: 91; FLuc stim CS: 1; APP transl inh: -18; FLuc inh counter: 2; Diaphorase inh: 3; TLR4-MyD88 BLA: 0; G6PDH CS: -46

How did CCCCNC(=S)N/N=C/c1ccc(OCC(=O)Nc2c(C)cc(C)cc2C)c(OC)c1 do in these assays?
NF-kB neuron act: 1.6; Diaphorase act: 1; APP 5'UTR act: 15; STAT1 activator: 96; FLuc stim CS: 1.1; APP transl inh: -15; FLuc inh counter: -6; Diaphorase inh: 0; TLR4-MyD88 BLA: 0; G6PDH CS: 8

How did Cc1ccnc(-n2c(CCN3C(=O)c4ccccc4C3=O)nc3ccccc3c2=O)c1 do in these assays?
NF-kB neuron act: 1.7; Diaphorase act: 0.9; APP 5'UTR act: 22; STAT1 activator: 98; FLuc stim CS: 1; APP transl inh: -22; FLuc inh counter: -1; Diaphorase inh: 15; TLR4-MyD88 BLA: 12; G6PDH CS: -1

What do the screens show for `Cc1cc(OCC(=O)Nn2cnnc2)ccc1Br`?
NF-kB neuron act: 1.1; Diaphorase act: 0.9; APP 5'UTR act: -9; STAT1 activator: 105; FLuc stim CS: 1; APP transl inh: 10; FLuc inh counter: 1; Diaphorase inh: 14; TLR4-MyD88 BLA: 5; G6PDH CS: -4

How did Cc1ncoc1C(=O)N1CCc2c([nH]c3ccccc23)C1C1CCCCC1 (stereo unspecified) do in these assays?
NF-kB neuron act: 1.6; Diaphorase act: 0.7; APP 5'UTR act: 34; STAT1 activator: 111; FLuc stim CS: 1.1; APP transl inh: -34; FLuc inh counter: -8; Diaphorase inh: 34; TLR4-MyD88 BLA: 3; G6PDH CS: 22

Source: PubChem BioAssay
